Source: PubChem BioAssay
CHRM1 PAM = positive allosteric modulators of human M1 muscarinic receptor; CHO-K1 hM1, Fluo-8 calcium fluorescence, ACh EC20; 0% = ACh EC20, 100% = maximal ACh; 360,000 tested, 0.088% active; AID 588819; activation, % at 3 µM; P11229; in the data active = activation above about 19%, passing the limit was not always enough
Target sequence (P11229 whole entry, looked up): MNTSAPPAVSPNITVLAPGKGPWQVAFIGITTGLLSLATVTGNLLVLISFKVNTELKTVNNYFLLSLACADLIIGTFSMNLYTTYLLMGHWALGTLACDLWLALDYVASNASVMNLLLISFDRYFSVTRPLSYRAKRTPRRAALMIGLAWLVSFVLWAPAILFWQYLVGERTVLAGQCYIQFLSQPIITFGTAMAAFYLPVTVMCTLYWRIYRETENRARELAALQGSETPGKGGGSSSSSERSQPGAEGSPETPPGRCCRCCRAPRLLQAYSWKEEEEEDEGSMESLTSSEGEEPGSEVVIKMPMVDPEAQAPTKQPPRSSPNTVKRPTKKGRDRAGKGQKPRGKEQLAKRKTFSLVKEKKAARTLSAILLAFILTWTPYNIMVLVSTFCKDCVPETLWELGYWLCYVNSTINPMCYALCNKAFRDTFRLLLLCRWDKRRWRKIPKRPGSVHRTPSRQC
CHRM5 antagonist = CHRM5 antagonism in calcium assay | P08912 | 360,000 tested, 0.59% active | AID 624040 | CHO-hM5 cells, Fluo-8 calcium fluorescence, ACh EC80 | inhibition, % at 3 µM;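 active = inhibition above a per-plate cutoff, the mean of that plate's test compounds plus 3 SD, cut at about 27% in these data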;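 note: 0% = acetylcholine EC80 with DMSO and 100% = DMSO without agonist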
TAAR1 agonist = agonists of human TAAR1. CHO RD-HGA16 TAAR1, Fluo-8 calcium fluorescence; vehicle wells 0%, saturating PEA agonist 100%. activation, % at 3 µM. 360,000 tested, 0.99% active;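 active = activation above the mean activation of all test compounds in the run plus 3 SD, cut at about 38% in these data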
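System: CHO-derived RD-HGA16 cells with stable Gα16 and human TAAR1 / Times: 17-24 h plating, Fluo-8 75 min 37 °C, 30 min RT / Technique: calcium-sensitive Fluo-8 signal, excitation 470-495, emission 515-575 nm / Measure: % activation relative to PEA EC100 response / Benchmarks: DMSO and PEA EC100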
M5 ag = agonists of human muscarinic M5 receptor (CHRM5). P08912. CHO-K1 hM5 cells, Fluo-8 calcium fluorescence; 0% DMSO wells, 100% maximal acetylcholine response. activation, % at 3 µM. 360,000 tested, 0.19% active;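 active = activation above the run's mean over test compounds plus 3 SD, cut at about 23% in these data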;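 note: signal is peak over basal fluorescence ratio across the kinetic read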
M5 PAM = CHRM5 positive allosteric modulation; 360,000 tested, 0.3% active; AID 624038; CHO-K1 hM5, Fluo-8 calcium, ACh EC20 PAM; 0% = ACh EC20, 100% = ACh EC100; activation, % at 3 µM; P08912;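 active = activation above the run cutoff, the mean activation of all test compounds plus 3 SD, cut at about 18% in these data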
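system = human M5 receptor in CHO-K1 cells | reagent = EC20 acetylcholine as agonist stimulus | compound dosing = single-point, 3 µM nominal | incubation = Fluo-8 loading 80 min at 37 °C plus 30 min room temperature | detection = Fluo-8 calcium dye fluorescence, kinetic read | benchmarks = low control EC20 acetylcholine (0%), high control EC100 acetylcholine (100%)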
CHRM1 agonist = human M1 muscarinic receptor agonism; P11229; CHO-K1 hM1, Fluo-8 calcium fluorescence, agonist mode; 0% DMSO, 100% acetylcholine EC100; activation, % at 3 µM; 360,000 tested, 0.33% active; AID 588814;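 active = activation above the run's mean compound activation plus 3 SD, cut at about 16% in these data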;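 note: peak over basal fluorescence ratio within a 140 s kinetic read after compound addition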
CHRM4 agonist = agonists of human muscarinic M4 receptor (CHRM4); AID 624127; P08173; CHO-K1 hM4/Gqi5, Fluo-8 calcium fluorescence; vehicle 0%, full acetylcholine response 100%; 360,000 tested, 0.14% active; activation, % at 3 µM;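 active = activation above the run mean over all test wells plus 3 SD, cut at about 32% in these data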;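 note: peak over basal fluorescence ratio per well then scaled between controls; 0% = DMSO wells and 100% = acetylcholine at EC100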
Target sequence (P08173 whole entry, looked up): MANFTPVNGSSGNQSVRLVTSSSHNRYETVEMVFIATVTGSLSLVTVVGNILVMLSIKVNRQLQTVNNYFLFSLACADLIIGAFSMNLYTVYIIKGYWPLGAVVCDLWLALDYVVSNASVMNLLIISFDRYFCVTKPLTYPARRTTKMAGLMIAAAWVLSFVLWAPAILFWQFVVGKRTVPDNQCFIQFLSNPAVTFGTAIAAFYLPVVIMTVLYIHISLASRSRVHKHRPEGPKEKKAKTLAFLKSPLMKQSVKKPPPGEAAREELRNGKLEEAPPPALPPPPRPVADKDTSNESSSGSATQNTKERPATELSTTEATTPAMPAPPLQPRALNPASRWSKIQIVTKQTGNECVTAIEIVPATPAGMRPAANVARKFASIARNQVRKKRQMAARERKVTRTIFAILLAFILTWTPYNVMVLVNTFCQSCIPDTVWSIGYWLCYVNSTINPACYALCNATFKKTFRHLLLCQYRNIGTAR
CHRM1 antagonist = antagonists of human M1 muscarinic receptor; CHO-K1 hM1, Fluo-8 calcium fluorescence, ACh EC80 antagonist; inhibition, % at 3 µM; 360,000 tested, 1.3% active; P11229;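 active = percent inhibition above its own plate's cutoff, namely the mean of that plate's compound wells plus 3 SD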;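 note: peak over basal fluorescence ratio during 140 s after agonist addition; 0% = ACh EC80 plus DMSO and 100% = DMSO alone without agonist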
CHRM4 antagonist = antagonists of human muscarinic M4 receptor (CHRM4). CHO-hM4 cells, ACh EC80, Fluo-8 calcium fluorescence. 360,000 tested, 0.73% active. P08173. inhibition, % at 3 µM;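 active = inhibition above its plate's cutoff, the mean inhibition of sample wells plus 3 SD, cut at about 27% in these data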;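 note: 0% = acetylcholine EC80 with DMSO and 100% = DMSO without agonist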
Starred values were filed as active, the others as inactive; nt = no result given. An excerpt; rates above refer to the full screens.

SMILES | CHRM1 PAM | CHRM5 antagonist | TAAR1 agonist | M5 ag | M5 PAM | CHRM1 agonist | CHRM4 agonist | CHRM1 antagonist | CHRM4 antagonist
O=C(Cn1ncc2c(=O)oc3ccccc3c21)NCCC1=CCCCC1 | 3.5 | 0.0 | 8.9 | -3.7 | 4.8 | -2.9 | 1.9 | -2.3 | -2.7
COc1ccc(C2CC(c3cccs3)=NN2C(=O)CSc2nc(=O)n3cc(C)ccc3n2)cc1 (stereo unspecified) | -8.0 | -0.9 | 1.0 | -8.6 | -5.5 | 0.7 | 4.0 | -0.3 | 0.4
Cc1ccc(C(=O)NCCc2csc(C)n2)cc1 | -0.6 | -0.1 | 1.5 | 0.7 | 1.1 | -4.7 | -0.3 | -2.6 | -1.7
CCc1c(C)c2c(C)[nH]nc2oc1=O | 3.2 | -0.4 | -2.0 | 0.8 | -2.1 | -2.5 | 0.5 | -0.2 | -3.3
COc1ccc(N2CCN(S(=O)(=O)CCNC(=O)/C=C/c3ccccc3)CC2)cc1 | -0.7 | -0.6 | 3.6 | 1.6 | -5.7 | 0.1 | 6.4 | -6.1 | -13.2
CCCc1nnc(NC(=O)CCC(=O)NC2CCCC2)s1 | 6.2 | 3.7 | 3.1 | -3.2 | 0.6 | -2.5 | -0.2 | -4.2 | 0.4
Cn1c(-c2ccc(Br)cc2)cnc1NCc1ccc(C#N)cc1 | -13.7 | -4.1 | 7.8 | -7.7 | -2.9 | -10.1 | 2.1 | 12.0 | -24.1
COc1ccc(CCNC(=O)C2CCCN(S(=O)(=O)c3cccc4nonc34)C2)cc1OC (stereo unspecified) | 6.6 | -2.7 | 7.2 | -0.9 | 1.6 | -3.6 | 3.2 | -26.9 | -5.4
COCCn1c(C)cc(C(=O)COC(=O)c2cncc(Br)c2)c1C | 7.7 | 0.3 | 3.2 | 0.4 | 2.7 | -2.6 | 0.9 | -6.2 | 7.6
CC1C(=O)Nc2ccccc2N1C(=O)c1ccc(Cl)cc1 (stereo unspecified) | -5.9 | -0.5 | 1.6 | -7.1 | 4.2 | -7.7 | 0.5 | 5.4 | 7.7
CCCN(CC1CC1)C(=O)Nc1ccccc1C | -1.4 | -1.9 | 6.2 | -0.7 | 4.6 | -3.1 | 0.5 | -11.8 | 6.7
COC(=O)[C@]1(C)N[C@H](CN(C)S(=O)(=O)c2ccc(-c3ccccc3)cc2)[C@@H]2C(=O)N(C)C(=O)[C@@H]21 | 19.4 | -6.7 | 0.5 | 0.2 | 6.8 | -3.4 | 2.1 | -15.2 | -10.3
C=CCN(CC=C)S(=O)(=O)c1ccc(NC(=S)NC(=O)c2ccc(-c3ccccc3)cc2)cc1 | 3.1 | -2.2 | 4.7 | -0.6 | 2.5 | 1.4 | 1.1 | -48.9 | -10.0
CC(=O)N1N=C(c2cccc(NS(=O)(=O)c3ccc(C)cc3)c2)CC1c1ccco1 (stereo unspecified) | -3.7 | -1.1 | 6.0 | -1.7 | 3.5 | 0.2 | 3.4 | 12.2 | -4.8
CCOC(=O)C(C)OC(=O)C1=C(C)NC(=O)NC1c1ccc2c(c1)OCO2 (stereo unspecified) | 9.4 | 2.1 | 2.3 | -2.3 | -6.7 | -1.4 | 1.0 | -17.2 | 0.8
CC(C)(C)c1cc(C(=O)N/N=C/c2ccccn2)n[nH]1 | 8.9 | 13.6 | 0.7 | -4.1 | -3.1 | -0.3 | 1.7 | -10.6 | -3.5
O=C(Nc1ccc2c(c1)OCO2)c1csc([C@@H]2O[C@H](CO)[C@H](O)[C@H](O)[C@H]2O)n1 | 2.8 | 0.5 | 0.8 | 0.2 | 0.8 | -0.8 | 0.5 | -11.4 | 0.0
Cc1nnc(N2CCCC(C(=O)Nc3cc(F)ccc3F)C2)c2nn(-c3ccccc3)c(C)c12 (stereo unspecified) | -17.8 | 0.1 | nt | -3.3 | 0.0 | -5.9 | -2.3 | 31.7 | 0.4
Cc1csc(SCCN2C(=O)c3ccccc3C2=O)n1 | 1.4 | 5.7 | 0.2 | 1.6 | -0.8 | -5.3 | 0.1 | -0.1 | 6.4
O=C(COC(=O)/C=C/c1cccc(Cl)c1)Nc1cccc(S(=O)(=O)NC2=NCCC2)c1 | -3.1 | -0.3 | 3.2 | -7.6 | -1.6 | 1.1 | 1.5 | 0.8 | -12.4
O=C(NCc1ccc2c(c1)OCO2)C1CCN(C(=O)Nc2ccc(Cl)cc2)CC1 | 9.3 | -1.9 | 14.8 | 0.8 | 2.4 | -4.7 | 1.3 | -4.2 | 7.1
Cc1cc(NC(=O)C2CC2)ncc1NC(=O)C12CC3CC(CC(C3)C1)C2 | 2.6 | -3.4 | 7.8 | -4.1 | 3.4 | -4.0 | 1.9 | 4.2 | -5.9
CCC(NC(=O)c1ccccc1NC(=O)c1ccccc1)C(=O)OC (stereo unspecified) | 7.6 | -8.9 | 3.8 | 0.7 | -2.1 | -1.7 | 8.6 | -9.0 | -7.6
CCN(c1ccccc1)S(=O)(=O)c1ccc(C(=O)Nc2c(C)n(C)n(-c3ccccc3)c2=O)cc1 | 4.9 | -3.9 | 2.1 | 0.3 | 6.7 | -4.3 | 4.7 | -15.9 | -12.8
COc1ccc(NC(=S)NC(=O)c2cncc(Br)c2)c(OC)c1 | 7.8 | 4.0 | 6.2 | 7.6 | -5.5 | -3.0 | 0.1 | -9.1 | 11.0

Entries of single compounds, quoted from the list.
CCC(NC(=O)c1ccccc1NC(=O)c1ccccc1)C(=O)OC (stereo unspecified) is listed as CHRM1 PAM: 7.6; CHRM5 antagonist: -8.9; TAAR1 agonist: 3.8; M5 ag: 0.7; M5 PAM: -2.1; CHRM1 agonist: -1.7; CHRM4 agonist: 8.6; CHRM1 antagonist: -9.0; CHRM4 antagonist: -7.6
Cc1ccc(C(=O)NCCc2csc(C)n2)cc1 is listed as CHRM1 PAM: -0.6; CHRM5 antagonist: -0.1; TAAR1 agonist: 1.5; M5 ag: 0.7; M5 PAM: 1.1; CHRM1 agonist: -4.7; CHRM4 agonist: -0.3; CHRM1 antagonist: -2.6; CHRM4 antagonist: -1.7

Remaining list, next part:
SMILES | CHRM1 PAM | CHRM5 antagonist | TAAR1 agonist | M5 ag | M5 PAM | CHRM1 agonist | CHRM4 agonist | CHRM1 antagonist | CHRM4 antagonist
O=C(O)COc1cccc(/C=C2/SC(=S)N(Cc3ccccc3)C2=O)c1 | 6.2 | 12.3 | -2.5 | -0.6 | 1.0 | -2.7 | -0.2 | 0.3 | -10.0
CN1CCC(CNC(=O)Nc2ccccc2)(c2ccccc2)CC1 | 2.6 | -5.9 | 3.4 | -18.4 | 12.4 | -8.4 | -0.2 | -3.4 | -4.3
O=C(O)/C(=C\c1ccccc1Cl)c1ccc(S(=O)(=O)N2CCCCC2)s1 | 13.4 | 13.5 | 4.9 | -2.6 | -0.7 | -5.8 | 0.6 | -7.9 | 2.4
Cc1cnc(CN(C)Cc2nc(Cc3cccc(C(F)(F)F)c3)no2)[nH]1 | 10.3 | -1.5 | 3.1 | -2.0 | -2.7 | -13.8 | 1.1 | -13.2 | -5.7
O=C(CSc1nnc(C2CC2)n1-c1ccccc1)NCCc1ccc(F)cc1 | 1.6 | -1.7 | 6.2 | -3.4 | -1.9 | -4.3 | 2.2 | -0.8 | -4.7
Cn1c(=O)c2c(nc(NCCOc3ccc(C(C)(C)C)cc3)n2C)n(C)c1=O | -5.4 | 1.1 | 2.7 | 0.1 | 0.0 | -2.6 | 1.8 | 8.1 | 6.6
Cc1ccccc1C(=O)NC(C(N)=O)P(=O)(OC(C)C)OC(C)C (stereo unspecified) | 0.1 | 3.7 | -0.2 | 3.2 | 2.2 | -2.0 | 0.5 | 3.4 | -3.1
O=c1c2[nH]c3ccc(F)cc3c2ncn1CCC1=CCCCC1 | 5.6 | 3.7 | 3.5 | -2.6 | 9.4 | -2.1 | 1.5 | -7.8 | -14.7
O=C1Nc2ccc(F)cc2C12OCCO2 | 9.6 | -11.4 | -1.5 | -1.5 | 9.5 | 1.4 | 0.0 | -0.8 | -9.5
Cc1cccc([C@@H]2[C@@H]3C(=O)N(Cc4ccccc4)C(=O)[C@@H]3[C@]3(C)C(=O)N(c4cccc(F)c4)C(=O)N23)c1 | -6.9 | 6.9 | 3.8 | 1.9 | -0.2 | -3.0 | 1.2 | 14.5 | 4.6
CSc1nc2ccccc2c(=O)n1C1CCCCC1 | -4.2 | -2.7 | 1.5 | -2.1 | 5.4 | 0.0 | -0.9 | 11.8 | -9.7
C/C(O)=C/c1nc2ccccc2[nH]c1=O | 4.8 | 8.9 | 1.2 | 2.5 | -0.9 | -1.3 | 1.0 | -9.9 | -4.2
CC1(C)Cc2ccccc2C(NNC(=O)c2ccccn2)=N1 | 8.1 | -1.6 | 5.5 | -0.7 | 0.7 | -2.4 | 2.0 | -10.8 | -7.7
CCC(C)(C)C1CCC2(CC1)NC(=O)N(CC(=O)NC(C)CCc1ccccc1)C2=O (stereo unspecified) | 8.2 | 3.6 | -2.0 | 0.2 | 0.1 | -4.5 | 1.0 | -14.6 | -5.7
COc1cc(-c2cc(NC(C)=O)c3ncc(-c4ccc(C(C)=O)cc4)n3c2)cc(OC)c1OC | -17.7 | 15.2 | 10.0 | 0.6 | -10.5 | -1.8 | 15.0 | 22.4 | 13.5
CON(c1nc(Cl)nc(N(C)C)n1)S(=O)(=O)c1ccc(C)cc1 | 5.1 | 6.1 | -1.9 | -6.8 | 0.1 | -7.6 | -0.8 | -5.6 | 6.8
Cc1ccc(C(=O)NCc2ccco2)o1 | 5.8 | -0.1 | 0.5 | -4.3 | 4.4 | -2.6 | 0.3 | -8.9 | 3.5
COc1ccccc1-c1ccc(SCc2ccc([N+](=O)[O-])cc2)nn1 | -1.6 | 9.2 | -1.3 | -8.8 | -13.8 | -3.6 | 2.2 | 0.0 | -4.2
CCOc1cc(/C=N\NC(=O)c2ccc(C)nc2)cc([N+](=O)[O-])c1O | 4.3 | 1.7 | 11.2 | -0.3 | 3.2 | -2.1 | 0.1 | -2.8 | 2.7
O=C(O)c1cc2nccc(-c3ccco3)n2n1 | 22.2 | 5.0 | 17.8 | 0.9 | -1.1 | 1.9 | -0.1 | -6.2 | 3.8
COc1ccc(CCNC(=O)CCc2nc3sc4c(c3c(=O)[nH]2)CCCC4)cc1 | -1.8 | 13.7 | 3.4 | 3.0 | -8.7 | 0.5 | 10.8 | 2.2 | 5.8
CCOc1ccc(C(C(=O)NCC2CCCO2)N(C(=O)c2snc(C(N)=O)c2N)c2ccc(F)cc2)cc1 (stereo unspecified) | -3.1 | 7.8 | 27.9 | 1.5 | -9.2 | -1.4 | 6.8 | 4.6 | -4.5
O=C(c1cc(F)ccc1F)C1CCCN(C(=O)c2ccc(F)cc2Cl)C1 (stereo unspecified) | -3.3 | 4.0 | -1.7 | -0.1 | 3.0 | -6.5 | 3.1 | 8.1 | -3.0
CCNC(=O)N(C)c1nncnc1C(=O)NC | 1.0 | -10.7 | 15.4 | 0.5 | 10.1 | -1.9 | 1.0 | -18.0 | 1.0
O=C(Cn1ccn(-c2ccc(F)c(F)c2)c(=O)c1=O)NCCc1ccccc1 | 10.7 | -21.5 | 3.4 | -1.3 | 8.1 | -2.5 | -0.1 | -7.9 | -4.1
O=C(CSc1nc2ncccc2[nH]1)NCCc1ccccc1 | 7.2 | 4.8 | 4.3 | 1.4 | -2.9 | -0.9 | 0.4 | -16.3 | 0.3
